Shn3 inh set2 – reduces Shn3 3'UTR luciferase signal in osteoblasts; inhibition, % at 12.5 µM; Clone20 osteoblast Shn3 3'UTR firefly luciferase, 24 h; actives 0.52% (n = 360,000);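 active = mean inhibition of at least 75% with every replicate also reaching 75%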;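 also: 0% = median of neutral control wells and 100% = pilot-screen positive control compound; some compounds past the cut are filed as inactive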
CaV13 ICDI inh – Disruptors of the CACNA1D IQ motif to Ca2+-dependent inactivation inhibitor domain association, primary screening, Förster resonance energy transfer in intact living …; HEK cells, CFP/YFP FRET ICDI-IQ, plate reader, 10 min; percent FRET-ratio fall versus neutral wells; inhibition, % at 12.3 µM; actives 0.098% (n = 340,000);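 active = mean replicate inhibition of at least 30% and at least 1% of replicates passing that level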;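 also: 0% = median of the neutral control wells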
hiPSC survival – increases survival of single human iPS cells; actives 0.044% (n = 360,000); survival enhancement, % at 20 µM; hiPSC single-cell survival, ATPlite luminescence; 100% = ROCK inhibitor wells, 0% = DMSO; AID 602274; in the data active = survival enhancement above about 18%;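 also: cells exposed to compounds for 16 hours before the ATP read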
TRPM1 prom inh – MITF TRPM1 promoter inhibition in SK-MEL-5 cells. SK-MEL-5 TRPM1 promoter luciferase, 24 h. inhibition, % at 12.5 µM. actives 0.83% (n = 330,000). AID 488899;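 active = mean inhibition across replicates of 60% or more, whatever share of single replicates reaches that level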; also: values of inactives mirror those of a sister screen read the other way
PDI inh – inhibitors of human protein disulfide isomerase. P07237. PDI insulin aggregation turbidity, A650, 90 min. inhibition, % at 10 µM. actives 0.052% (n = 350,000). AID 588391;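 active = mean inhibition across replicates of 30% or more, whatever share of single replicates reach that level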;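 also: absorbance from insulin aggregation driven by PDI reduction with DTT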
HIF-2a block – HIF-2a inhibition. inhibition, % at 18.8 µM. actives 0.72% (n = 360,000). 786-0 RCC cells HIF-2a reporter, luciferase luminescence, overnight;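 active = inhibition of the luminescence signal of 40% or more relative to plate controls, in a single-dose primary screen at 18.75 µM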
NR2E3 ag-1 – NR2E3 (human) agonism; Q9Y5X4; GST-NR2E3/biotin-RetCOR TR-FRET, 1536-well; inhibition of corepressor binding, % at 4.78 µM; actives 0.12% (n = 320,000); AID 2300;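 active = percent inhibition above the cutoff of mean plus 3 SD of all tested compounds, set per screening campaign, cut at about 20% in these data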;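 also: 0% = DMSO wells and 100% = biotin wells as full block of FRET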
Target sequence (Q9Y5X4 whole entry, looked up): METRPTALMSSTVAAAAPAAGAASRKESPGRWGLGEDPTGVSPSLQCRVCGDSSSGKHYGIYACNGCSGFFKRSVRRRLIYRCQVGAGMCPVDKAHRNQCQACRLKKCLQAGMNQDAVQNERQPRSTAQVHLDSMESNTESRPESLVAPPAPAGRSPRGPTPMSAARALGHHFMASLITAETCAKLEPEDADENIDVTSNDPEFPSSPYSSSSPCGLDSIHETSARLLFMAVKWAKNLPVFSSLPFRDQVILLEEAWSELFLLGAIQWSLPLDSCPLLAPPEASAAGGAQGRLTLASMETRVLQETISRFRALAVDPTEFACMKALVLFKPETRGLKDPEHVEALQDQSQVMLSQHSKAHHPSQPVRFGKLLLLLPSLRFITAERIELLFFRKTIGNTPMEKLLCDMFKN
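Material: NR2E3–RetCOR corepressor complex / Incubation: Compound–protein incubation for 5 h at 4 °C / Dosing: compound at 4.8 µM, single dose / Detection: time-resolved FRET / Benchmarks: high control biotin, low control 0.6% DMSO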
NR2E3 ag-2 – activates human NR2E3 receptor. CHO-S Gal4-NCOR/VP16-NR2E3 two-hybrid, luciferase. inhibition of corepressor binding, % at 3.98 µM. actives 0.35% (n = 360,000). AID 602229;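 active = inhibition above the mean of all tested compounds plus 3 SD, cut at about 70% in these data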;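 also: 0% = DMSO with NR2E3 transfected cells and 100% = cells lacking NR2E3 construct; higher means lower luciferase signal from less NR2E3 corepressor binding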
Peg3 prom inh – inhibitors of Peg3 promoter; actives 1.7% (n = 360,000); HeLa PEG-Prom luciferase reporter, luminescence, overnight; AID 588405; inhibition, % at 20 µM;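 active = inhibition of at least 50% at 20 µM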
m5-HT2A agonist – agonists of mouse serotonin 5-HT2A receptor (HTR2A); activation, % at 7.6 µM; CHO-K1 mHTR2A beta-arrestin complementation, luminescence; percent of 30 µM serotonin response; AID 624169; actives 0.66% (n = 360,000);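 active = activation above a run cutoff, the mean activation of all tested compounds plus 3 SD, cut at about 14% in these data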;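 also: 0% = plate median of compound wells and 100% = 30 µM serotonin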
Target sequence (P35363 whole entry, looked up): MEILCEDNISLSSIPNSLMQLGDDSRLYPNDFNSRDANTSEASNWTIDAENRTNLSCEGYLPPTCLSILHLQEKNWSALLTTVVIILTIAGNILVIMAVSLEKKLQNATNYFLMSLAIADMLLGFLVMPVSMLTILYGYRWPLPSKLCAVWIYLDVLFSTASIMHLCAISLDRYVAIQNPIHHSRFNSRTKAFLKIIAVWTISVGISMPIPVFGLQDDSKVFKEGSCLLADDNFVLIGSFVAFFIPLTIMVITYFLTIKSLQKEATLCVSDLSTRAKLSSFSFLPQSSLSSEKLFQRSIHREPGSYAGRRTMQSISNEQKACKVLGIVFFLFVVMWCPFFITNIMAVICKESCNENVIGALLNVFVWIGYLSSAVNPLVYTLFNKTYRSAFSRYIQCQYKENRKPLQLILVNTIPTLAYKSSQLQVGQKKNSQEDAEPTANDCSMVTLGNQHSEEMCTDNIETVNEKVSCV
H9c2 protect – protects H9c2 cardiomyocytes from peroxide injury; protection from H2O2 cell death, % at 20 µM; actives 0.63% (n = 360,000); H2O2 injury protection, ATPLite, 2 h;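 active = compounds giving at least 50% protection of heart cells from peroxide-induced death in the single-dose screen, raw or plate-pattern-corrected value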;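 also: 0% = DMSO wells with peroxide and 100% = DMSO wells without peroxide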
Starred values were filed as active, the others as inactive; x = not tested or not shown.

SMILES	Shn3 inh set2	CaV13 ICDI inh	hiPSC survival	TRPM1 prom inh	PDI inh	HIF-2a block	NR2E3 ag-1	NR2E3 ag-2	Peg3 prom inh	m5-HT2A agonist	H9c2 protect
Cc1cc(C)cc(CC(=O)N2CCC2(C)C(=O)NS(=O)(=O)c2cccc(F)c2)c1 (stereo not drawn)	-3	-6	-1.5	x	5	3	x	-13	0	-2	-2
CCOC(=O)C1=C(COC(=O)CCNS(=O)(=O)c2ccc(C)c(C)c2)NC(=O)NC1C (stereo not drawn)	10	-3	-0.5	0	12	10	-2	-23	2	-1	1
CCCCSCCCNC(=O)c1cn(CC)c2ccc(S(=O)(=O)N3CCOCC3)cc2c1=O	-21	-3	-0.1	-10	10	7	0	-20	14	-1	0
Cc1ccc2c(c1)C1CN(C)CCC1N2C(=O)COc1ccccc1F (stereo not drawn)	7	-6	-0.8	-2	-4	2	2	-19	-1	-4	-2
CN(C)S(=O)(=O)N(Cc1ccc(Br)cc1)c1ccccc1	3	-5	-1.1	-9	-2	10	-1	-4	11	-4	-7
COc1cc(/C=C/c2cccc[n+]2C)ccc1OCC(=O)Nc1cccc(Cl)c1	-11	-5	-0.4	0	5	5	5	-20	-8	-10	0
CN1CCN(CC(C)(C)NS(=O)(=O)c2ccccc2)CC1	-7	-7	1.2	7	-4	6	x	-15	-2	-4	-2
COc1cc(NC(=S)NNC(=O)CC(C)C)c(OC)cc1Cl	-21	0	2.6	-4	4	7	-1	-17	-2	0	-1
C[C@H](CO)N1C[C@H](C)[C@@H](CN(C)C(=O)CCCN(C)C)OCc2cn(nn2)CCCC1=O	-14	x	-0.5	x	5	-25	x	-10	-26	1	3
Cc1csc(CN(C)C(=O)CC2C(=O)NCCN2CC(C)(C)C)n1 (stereo not drawn)	-7	-6	-1.6	2	1	-4	1	17	1	-1	10
N=c1ccn(O)cc1CCc1ccccc1	-12	-7	3.3	8	4	4	x	-14	-9	8	11
O=C(NCCc1ccccc1)c1c[nH]c2c(F)cccc2c1=O	-32	-3	-0.3	-24	-8	-188	1	-9	-107	-1	1
Cn1c(=S)oc2ccccc21	2	-3	-0.2	3	5	16	-2	-5	6	0	4
O=C(OCC(=O)N1CCCC1=O)c1nc(Cl)c(Cl)c(Cl)c1Cl	-4	x	-0.4	53	-9	8	-8	-3	82*	2	-8
COc1ccc(OC)c(Nc2nc(-c3sc(NC(=O)C(C)(C)C)nc3C)cs2)c1	65	-4	0.4	17	-6	9	2	17	15	-3	27
Cc1onc(-c2c(F)cccc2Cl)c1C(=O)NC1=NCCS1	7	-6	-0.1	-4	-5	-8	-1	-9	11	-2	-4
CN(C)C(=O)CSc1nc2ccc(C(=O)c3ccccc3)cc2[nH]1	-5	62*	0.3	-18	2	-86	2	-2	-38	0	4
COCC(=O)N(Cc1cc2cc(C)ccc2[nH]c1=O)c1ccccc1	-46	0	-0.5	-6	3	-72	4	-1	-23	-2	4
Cc1cccc(N=Nc2ccc(O)c3ncccc23)c1	87*	-6	-1.4	71*	-9	-94	-1	-22	-102	-4	8
CC(C)(C)c1ccccc1OCC(=O)NCCC(=O)O	8	-9	-0.5	-3	-3	6	-2	6	17	4	2
CC(C)(C)c1ccc(C(=O)NCC(=O)N2CCCCCC2)cc1	-16	-4	-0.1	-17	16	-45	-1	-1	-34	8	-1
O=c1[nH]c(CSc2nnc(-c3ccccc3)n2C2CCCCC2)nc2ccccc12	53	-5	-1.9	0	9	-13	-2	-1	20	-9	14
O=c1[nH]c(CSc2nc(-c3ccccc3)cs2)nc2ccccc12	-5	-4	-1.4	-9	3	-23	-1	30	3	0	9
CN(C)CC(=O)Nc1ccc(S(N)(=O)=O)cc1	5	6	4.9	6	6	3	0	-30	4	3	3
COC(=O)C1(C)NC(c2ccccc2F)C2C(=O)N(c3ccccc3)C(=O)C21 (stereo not drawn)	-2	-5	-0.3	0	-8	21	3	-7	14	-1	2
Cc1noc(C)c1S(=O)(=O)NCCN1CCN(c2ccccc2)CC1	-8	-4	-4.6	4	0	11	2	-11	-25	2	-4
C/C(N)=C(\C#N)C(=O)NCCc1ccccn1	10	-1	-2.1	3	-13	0	1	-8	2	3	5
O=C(Nc1cccnc1Cl)c1cc(-c2ccco2)on1	-115	-3	4.5	-67	-6	-160	3	7	-198	4	2
COC(=O)CSc1nnc(-c2ccc(OC)c(OC)c2)o1	-7	1	1.9	-18	5	18	-1	-8	6	2	8
CCOc1ccccc1C(=O)NN1C(=O)C2CCCCC2C1=O (stereo not drawn)	-16	-4	0.2	22	-1	18	-3	1	29	2	3
O=C1OC(/C(=C\Nc2ccc(F)cc2F)[N+](=O)[O-])c2ccccc21 (stereo not drawn)	-7	-6	-1.7	0	5	-4	0	15	18	-1	5
CCOc1ccc(S(=O)(=O)N(C)CC(=O)NC2CC2)cc1	10	-6	0.3	4	2	11	0	8	11	2	-1
O=C(COC(=O)C1CCN(c2ccc(C(F)(F)F)cn2)CC1)Nc1ccc(F)cc1[N+](=O)[O-]	1	-6	0.1	-12	0	-7	-2	21	-22	11	-10
CCN(C(=O)CC(C)C)c1nnc(Cn2nnc3ccccc32)s1	63	-4	0.2	15	6	-11	5	-4	3	2	-15
Cc1onc(-c2ccccc2)c1C(=O)NNC(=S)NC(=O)c1ccc2c(c1)OCO2	-15	13	3.6	-13	2	22	1	-7	23	-2	17
CCN1CNC(=S)N(c2cccc(C)c2)C1	25	-20	-0.7	0	2	-41	-1	-9	4	-2	7
Cc1cccc(-n2nnc(C(=O)Nc3ccc(F)cc3)c2N)c1	-72	-4	-3.3	-43	1	-314	0	-121	-357	0	-2
O=C(NCCCN1CCCC1=O)NC12CC3CC(CC(C3)C1)C2	15	-5	4.7	1	-4	8	1	3	-1	1	15
COCCn1c(N)c(N(Cc2ccccc2)C(=O)CSCC(=O)Nc2ccc(OC)cc2)c(=O)[nH]c1=O	-2	-6	-0.1	0	-3	16	-2	-19	4	0	-2
COc1ccc(C(=O)CSc2nnc(CNC(=O)c3ccc(OC)c(OC)c3)n2C)cc1	4	x	-1.7	-13	-9	19	0	4	24	4	27
C=CCNC(=S)NNC(=O)C(CCCC)CC(C)O (stereo not drawn)	-4	-5	4.3	12	-6	1	0	10	-7	-1	5
CC1CCCCC1NS(=O)(=O)c1ccc(S(=O)(=O)N2CCN(CCC#N)CC2)cc1 (stereo not drawn)	-7	-9	0.3	3	x	-8	0	-16	-1	1	0
Cc1nc(-c2ccc(F)cc2)c(CC(=O)N2CCN(S(=O)(=O)c3cccc([N+](=O)[O-])c3)CC2)s1	-7	-6	-0.3	6	0	-21	x	5	-1	4	0
N#CCCN(CCC#N)C(=O)COc1ccc(Cl)cc1Cl	-6	-6	1.1	7	-5	19	2	-25	3	0	2
Cc1cc(F)c(F)c(C(=O)N2CCCCC2C)c1Cl (stereo not drawn)	-13	12	-0.6	-11	9	21	-1	-1	2	-4	7
CCn1cc(Cl)c(C(=O)NNC(=O)CCn2nc(C)c([N+](=O)[O-])c2C)n1	-11	-6	0.4	7	-3	15	-2	4	18	0	2
COc1ccccc1N1CCN(C(=O)c2cc(-c3ccc(Cl)c(Cl)c3)on2)CC1	13	-9	2.7	3	13	6	-2	-19	16	-1	-7
Oc1[nH]c2ccccc2c1C=Nc1ccc2c(c1)OCCO2	-54	-2	-3.7	-60	4	-248	x	-187	-126	1	-9

A section from the list above, for reference:
SMILES	Shn3 inh set2	CaV13 ICDI inh	hiPSC survival	TRPM1 prom inh	PDI inh	HIF-2a block	NR2E3 ag-1	NR2E3 ag-2	Peg3 prom inh	m5-HT2A agonist	H9c2 protect
COCCn1c(N)c(N(Cc2ccccc2)C(=O)CSCC(=O)Nc2ccc(OC)cc2)c(=O)[nH]c1=O	-2	-6	-0.1	0	-3	16	-2	-19	4	0	-2
COc1ccc(C(=O)CSc2nnc(CNC(=O)c3ccc(OC)c(OC)c3)n2C)cc1	4	x	-1.7	-13	-9	19	0	4	24	4	27

The main list resumes, repeating the two entries before the break.
SMILES	Shn3 inh set2	CaV13 ICDI inh	hiPSC survival	TRPM1 prom inh	PDI inh	HIF-2a block	NR2E3 ag-1	NR2E3 ag-2	Peg3 prom inh	m5-HT2A agonist	H9c2 protect
COc1ccccc1N1CCN(C(=O)c2cc(-c3ccc(Cl)c(Cl)c3)on2)CC1	13	-9	2.7	3	13	6	-2	-19	16	-1	-7
Oc1[nH]c2ccccc2c1C=Nc1ccc2c(c1)OCCO2	-54	-2	-3.7	-60	4	-248	x	-187	-126	1	-9
O=C(c1cccc(Br)c1)N1CCN(c2ccccn2)CC1	-1	-20	0.0	x	0	6	-4	2	5	-1	4
CCOC(=O)CNC(=O)CSc1ncnc2c1cnn2-c1ccccc1	-1	1	-0.3	0	-13	41*	4	19	19	2	3
Oc1ccc(/C=N/n2c(-c3ccccc3)n[nH]c2=S)cc1	2	-19	3.1	9	3	15	-1	14	8	-5	0
CC(=O)Nc1cc(NC(C)=O)cc(C(=O)OCC(=O)N2CC(C)OC(C)C2)c1 (stereo not drawn)	5	x	1.7	14	1	2	0	-15	3	1	-4
COc1ccc(/C=C/c2n[nH]c(=O)c(C#N)c2C)cc1	-12	-3	-0.2	-10	1	8	-4	-6	-23	1	-2
O=C(CCCN=C1NS(=O)(=O)c2ccccc21)OCC(=O)c1ccc(F)cc1	0	-6	-0.1	0	3	-6	1	-17	-8	-5	-2
CCCN(C(=O)CSc1nc2c(cnn2-c2ccccc2)c(=O)[nH]1)C1CCS(=O)(=O)C1 (stereo not drawn)	3	-2	0.1	-6	24	4	2	0	5	1	1
COc1cc(OC)cc(C(=O)N2CCC(C(=O)Nc3ccc4c(c3)OCCO4)CC2)c1	-3	-2	0.2	2	4	1	-2	-16	3	-1	-1
COc1ccccc1CNC(=O)C1CCN(S(=O)(=O)c2ccc3c(c2)OCCO3)CC1	-23	-4	0.8	-3	-5	12	-3	-17	5	-5	2
CCCn1c(N)c(C(=O)CN(C)CC(=O)Nc2c(C)cc(C)cc2C)c(=O)[nH]c1=O	-9	-6	-0.3	-2	4	9	x	18	4	3	-4
O=C1C=C(NCC2CCCO2)CC(c2ccccc2)C1 (stereo not drawn)	8	x	5.6	-1	-2	3	x	2	5	-6	2
CCOc1ccc2[nH]c3c(=O)n(CCc4ccc(OC)cc4)cnc3c2c1	9	-4	-0.3	6	-7	11	-4	20	3	4	5
CC(C)(C)C(=O)/C(C#N)=C/c1ccc(O)cc1	2	-2	-0.5	4	9	14	3	5	-13	8	1
CCOc1ccccc1NC(=O)NNC(=O)COc1cccc(C)c1C	-4	-5	0.2	5	3	19	0	-1	20	2	-3
CCC(Sc1ccc2nnc(-c3cccnc3)n2n1)C(=O)OC (stereo not drawn)	-12	-3	-0.5	10	4	16	-1	-7	12	4	-2
CC(C)COP(=O)(c1ccc(N(C)C)cc1)C(O)c1ccncc1 (stereo not drawn)	-12	-5	-3.1	0	11	11	0	2	4	-2	-2
COC(=O)c1sccc1NC(=O)Nc1ccc(Cl)c(Cl)c1	-20	-6	-0.5	-34	-13	-196	-2	-63	-200	3	-12

High-throughput results as filed in PubChem BioAssay.
